Screens as filed in PubChem BioAssay.
CHO-K1 Ca PAM: nonselective activator or artifact in parental CHO-K1 calcium assay | AID 602247 | hit rate 0.02% among 360,000 | ATP EC20, Fluo-8 calcium fluorescence; 0% at ATP EC20, 100% at ATP max | activation, % at 3 µM;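 active = activation above the run cutoff, the mean activation of all test compounds plus 3 SD, cut at about 40% in these data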;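 note: peak over basal fluorescence ratio in a 140 s read after ATP addition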
CHRM5 antagonist: antagonists of human muscarinic M5 receptor (CHRM5). P08912. CHO-hM5 cells, Fluo-8 calcium fluorescence, ACh EC80. inhibition, % at 3 µM. hit rate 0.59% among 360,000;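 active = inhibition above a per-plate cutoff, the mean of that plate's test compounds plus 3 SD, cut at about 27% in these data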;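 note: 0% = acetylcholine EC80 with DMSO and 100% = DMSO without agonist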
Target sequence (P08912 whole entry, looked up): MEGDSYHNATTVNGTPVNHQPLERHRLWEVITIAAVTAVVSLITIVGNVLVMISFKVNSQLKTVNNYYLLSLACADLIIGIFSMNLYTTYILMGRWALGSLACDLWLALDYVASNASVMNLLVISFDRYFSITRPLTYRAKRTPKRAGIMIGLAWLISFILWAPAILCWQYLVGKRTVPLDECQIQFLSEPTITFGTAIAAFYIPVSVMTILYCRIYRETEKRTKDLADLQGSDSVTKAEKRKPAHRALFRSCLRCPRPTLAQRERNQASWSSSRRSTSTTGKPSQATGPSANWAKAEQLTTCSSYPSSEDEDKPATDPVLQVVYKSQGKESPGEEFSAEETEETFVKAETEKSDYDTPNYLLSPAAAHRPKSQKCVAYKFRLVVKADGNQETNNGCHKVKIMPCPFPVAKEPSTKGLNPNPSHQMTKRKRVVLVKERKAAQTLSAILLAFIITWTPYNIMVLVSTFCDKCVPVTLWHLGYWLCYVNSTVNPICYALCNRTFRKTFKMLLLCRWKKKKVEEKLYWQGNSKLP
M5 PAM: potentiates acetylcholine response at human M5 receptor; CHO-K1 hM5, Fluo-8 calcium, ACh EC20 PAM; 0% = ACh EC20, 100% = ACh EC100; P08912; hit rate 0.3% among 360,000; activation, % at 3 µM;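 active = activation above the run cutoff, the mean activation of all test compounds plus 3 SD, cut at about 18% in these data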
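Replicates: One well per compound, no replicates | System: Human M5 receptor in CHO-K1 cells | Benchmarks: Low control EC20 acetylcholine (0%), high control EC100 acetylcholine (100%) | Probe or stimulus: Acetylcholine, EC20 level | Times: Fluo-8 loading 80 min at 37 °C plus 30 min room temperature | Signal: Intracellular calcium via Fluo-8 fluorescence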
CRFR2-BP antag: antagonists of CRF-binding protein/CRF-R2 receptor complex. hit rate 0.59% among 350,000. inhibition, % at 11.8 µM. HEK293 CRF-R2/CRF-BP, CRF-induced calcium fluorescence;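 active = inhibition of the ligand-induced calcium signal above about 50% at the single tested concentration, limit read from the data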
CRFR2-BP ag: agonists of human CRF-binding protein/CRF-R2 receptor complex. activation, % at 13.2 µM. hit rate 0.46% among 350,000. HEK293 CRF-R2/CRF-BP, calcium dye fluorescence (FLIPR); percent of saturating CRF peptide response. AID 588473;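 active = activation of at least 50%, plus an integration ratio under a set limit after plate pattern correction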;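 note: plate controls were neutral control wells without compound for no effect and CRF at EC100 for full effect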
CHRM4 PAM: CHRM4 positive allosteric modulation. CHO-K1 hM4/Gqi5, Fluo-8 calcium fluorescence, ACh EC20; 0% = ACh EC20, 100% = maximal ACh. P08173. AID 624126. activation, % at 3 µM. hit rate 0.4% among 360,000;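 active = activation above its plate's cutoff, the mean activation of sample wells plus 3 SD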; note: some results filed as inactive read as strong as hits
TAAR1 antag: human TAAR1 antagonism; Q96RJ0; CHO RD-HGA16 TAAR1, Fluo-8 calcium fluorescence, antagonist; inhibition, % at 3 µM; hit rate 1.5% among 360,000;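 active = inhibition above a per-plate cutoff, the mean inhibition of test compounds on that plate plus 3 SD, cut at about 49% in these data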;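 note: 0% = DMSO plus EC80 beta-PEA response and 100% = DMSO alone without agonist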
Target sequence (Q96RJ0 whole entry, looked up): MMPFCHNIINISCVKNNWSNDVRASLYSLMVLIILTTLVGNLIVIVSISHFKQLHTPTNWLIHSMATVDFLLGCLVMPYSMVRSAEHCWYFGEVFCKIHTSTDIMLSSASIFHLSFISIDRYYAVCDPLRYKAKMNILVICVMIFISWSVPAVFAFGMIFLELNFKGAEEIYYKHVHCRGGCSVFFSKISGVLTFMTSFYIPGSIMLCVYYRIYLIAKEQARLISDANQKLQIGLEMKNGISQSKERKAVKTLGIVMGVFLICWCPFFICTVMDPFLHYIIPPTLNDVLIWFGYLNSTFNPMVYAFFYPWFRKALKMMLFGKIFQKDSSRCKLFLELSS
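System: RD-HGA16 CHO cells with stable hTAAR1 and Gα16 | Probe or stimulus: EC80 β-phenethylamine stimulus | Dosing: 3 µM, single point | Times: Dye loading 75 min at 37 °C, then 30 min room temperature | Measured by: Fluo-8 calcium-sensitive fluorescence | Read-out basis: % inhibition of agonist calcium response | Replicates: n of 1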
TAAR1 agonist: human TAAR1 agonism; Q96RJ0; CHO RD-HGA16 TAAR1, Fluo-8 calcium fluorescence; vehicle wells 0%, saturating PEA agonist 100%; activation, % at 3 µM; hit rate 0.99% among 360,000; AID 624467;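 active = activation above the mean activation of all test compounds in the run plus 3 SD, cut at about 38% in these data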
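Benchmarks: low control DMSO, high control PEA (EC100); System: CHO RD-HGA16 cells carrying human TAAR1 plus Gα16; Detection: Fluo-8 fluorescence, 5 s baseline then 140 s kinetic read; Schedule: 17-24 h plating, Fluo-8 75 min 37 °C, 30 min RT; Read-out basis: % activation from peak over basal fluorescence ratio, DMSO-to-PEA scaled.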
CHRM5 agonist: CHRM5 agonism in calcium assay | activation, % at 3 µM | AID 624037 | CHO-K1 hM5 cells, Fluo-8 calcium fluorescence; 0% DMSO wells, 100% maximal acetylcholine response | hit rate 0.19% among 360,000;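 active = activation above the run's mean over test compounds plus 3 SD, cut at about 23% in these data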;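 note: signal is peak over basal fluorescence ratio across the kinetic read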
* = called active by the depositor; . = not tested or not shown.

nr	compound	CHO-K1 Ca PAM	CHRM5 antagonist	M5 PAM	CRFR2-BP antag	CRFR2-BP ag	CHRM4 PAM	TAAR1 antag	TAAR1 agonist	CHRM5 agonist
1	COC(=O)[C@H](NC(=O)c1cc([C@@H](NC(=O)OC(C)(C)C)C(C)C)sc1N)C(C)C	.	-11	9	.	.	5	-29	0	1
2	Cc1ccc(N(C)S(=O)(=O)c2cccc(C(=O)NCC(c3ccco3)N3CCCC3)c2)cc1 (stereo not drawn)	15	0	-8	-2	0.2	2	-5	4	-6
3	CC1CCc2nc(NC(=O)c3ccc(S(=O)(=O)N4CCCc5ccccc54)cc3)sc2C1 (stereo not drawn)	4	4	-4	-23	1.4	-5	-9	2	1
4	CC1(C)CN=C(N(C(=O)Nc2ccccc2)c2ccccc2F)S1	17	-13	7	12	-1.0	1	-33	2	-9
5	COC(=O)C1(CCSC)NC(c2ccc(OC)cc2OC)C2C(=O)N(c3cccc(C(C)=O)c3)C(=O)C21 (stereo not drawn)	13	3	-2	-4	-1.1	0	22	3	3
6	CN(Cc1ccccc1)C(=O)Nc1ccc(Cl)cc1	7	10	-1	8	-4.5	5	-7	-1	-2
7	Cc1nonc1NCn1nnc2ccccc21	14	-3	-3	13	3.1	8	-11	1	-4
8	FC(F)(F)c1ccc2c3n(nc2c1)CCN=C3c1ccc(Cl)cc1	14	12	-5	-6	0.1	7	15	2	1
9	CCOC(=O)c1ccc(NC(=O)c2sc3nc(N4CCOCC4)c4c(c3c2N)CCCC4)cc1	19	5	2	-9	1.6	6	-2	0	-3
10	CC(C)(C)N1C(=O)c2ccc(C(=O)NCc3ccco3)cc2C1=O	8	-7	-2	-36	-0.7	-1	6	8	-2
11	Cc1cc(=S)cc(C)n1CCCO	-4	-1	-1	21	1.9	12	4	7	2
12	CC(=O)NN1CCc2cc3ccc(C)cc3nc21	15	22	-6	-16	-3.5	-5	-16	2	-2
13	Clc1nccc(NCc2ccccc2)n1	-6	2	4	-2	0.3	-3	-26	4	6
14	CCCCC(CC)CNC(=O)c1cc2ccccc2c(=O)o1 (stereo not drawn)	-7	4	7	-47	-0.6	7	-19	6	-1
15	O=C(Cn1cc(C(=O)COc2ccccc2)c2ccccc21)NCc1ccco1	20	-1	-3	30	0.7	-8	11	5	1
16	COc1cc(C2c3cc4c(cc3C3OC(=O)C2C3CO)OCO4)cc(OC)c1OC (stereo not drawn)	20	-5	2	20	-0.6	2	2	7	1
17	CCn1cc(S(=O)(=O)Nc2cccnc2)cn1	1	5	-4	10	0.6	-3	-37	2	-4
18	COc1ccc(-c2csc(C(C)(O)c3cccc(F)c3)n2)cn1 (stereo not drawn)	-16	-4	-1	.	.	1	17	2	0
19	c1ccc(C(c2nnnn2Cc2ccco2)N2CCN(c3nc4ccccc4s3)CC2)cc1 (stereo not drawn)	7	5	-8	-15	0.7	-1	-7	2	-1
20	CCC(=O)N1CCCC1(C)C(=O)Nc1cc(OC)ccc1OC (stereo not drawn)	9	-8	5	.	.	8	-16	5	1
21	COc1ccccc1NS(=O)(=O)c1cc(NC(=O)c2cc[n+]([O-])cc2)ccc1N1CCCC1	-15	-1	10	-17	-1.4	0	2	1	-2
22	COc1ccc(CNC(=O)COC(=O)c2ccco2)cc1	-12	7	-2	3	1.7	-1	7	13	3
23	N#Cc1ccccc1NC(=O)CSc1nnc(-c2ccc(F)cc2)n1-c1ccccc1	-8	10	-3	14	-3.2	0	0	9	-1
24	Cc1nn(-c2ccccc2)c(C)c1/C=N/NC(=O)c1cc(-c2ccc(Cl)s2)[nH]n1	10	2	-4	-91	3.9	7	30	9	3
25	CC(=O)CCC(=O)N1CCCC(CNC(=O)c2ccc(-c3ccccc3)cc2)C1 (stereo not drawn)	15	-7	4	7	0.8	-11	-21	0	-1
26	Cc1cc2nnc(SCC(=O)NCC(c3ccccc3)N(C)C)n2c2ccccc12 (stereo not drawn)	14	6	-4	-9	-1.1	1	2	2	-5
27	CC1(C)CC(=O)c2sc(NC(=O)CN3CCOCC3)nc2C1	0	0	10	32	0.4	15	-4	16	10
28	COC(=O)[C@H](Cc1ccc(O)cc1)NC(=O)Cn1cnc2c(NCc3ccccc3)ncnc21	-3	2	1	-5	1.0	2	5	3	3
29	O=C(NNC(=O)c1cc2ccccc2cc1O)Nc1ccc(Br)cc1	-16	11	-7	-9	-0.1	-3	9	3	-1
30	CCc1ccc(-c2csc3ncn(Cc4ccc(C(=O)O)cc4)c(=O)c23)cc1	1	9	-17	-31	4.3	-11	9	6	3

Brought forward from above: 2 compounds, followed by the next part.
nr	compound	CHO-K1 Ca PAM	CHRM5 antagonist	M5 PAM	CRFR2-BP antag	CRFR2-BP ag	CHRM4 PAM	TAAR1 antag	TAAR1 agonist	CHRM5 agonist
29	O=C(NNC(=O)c1cc2ccccc2cc1O)Nc1ccc(Br)cc1	-16	11	-7	-9	-0.1	-3	9	3	-1
30	CCc1ccc(-c2csc3ncn(Cc4ccc(C(=O)O)cc4)c(=O)c23)cc1	1	9	-17	-31	4.3	-11	9	6	3
31	Cc1ccc(C(NC(=O)N2CCOCC2)=C(Cl)Cl)cc1F	20	-5	6	8	-0.3	11	8	8	2
32	COC(=O)C(/C=N/OCc1ccc([N+](=O)[O-])cc1)NC(=O)c1cccc(Cl)c1 (stereo not drawn)	7	-1	-10	-13	12	10	88*	95*	34*
33	CNS(=O)(=O)c1cc(OC)ccc1OC	-6	9	-4	1	3.4	-1	-4	2	0
34	CCOc1ccc(NC(=O)CN(C)C(=O)c2sc3ccccc3c2Cl)cc1OCC	13	0	-2	3	-0.5	5	-12	1	-4
35	Cc1ccc(F)cc1C(=O)N1CCCCC1c1cc(C(=O)Nc2cccc(C#N)c2)no1 (stereo not drawn)	15	10	-7	.	.	-4	18	11	1
36	O=C(Nc1ccccc1)c1cc(C2COCCN2C(=O)c2ccccn2)on1 (stereo not drawn)	-15	-6	2	.	.	1	-14	3	0
37	COc1ccccc1NC(=S)N1CCn2cccc2C1c1cccnc1 (stereo not drawn)	-2	15	0	-1	-2.6	-3	-7	0	-2
38	COc1ccc(S(=O)(=O)N2CCOCC2)cc1NC(=O)CN1CCCc2ccccc21	16	2	1	-2	-2.4	4	-10	0	-1
39	CN1CCN(C(=O)N2c3ccccc3CCc3ccccc32)CC1	15	99*	-21	11	1.1	-20	7	4	-9
40	O=C(NC1CCCC1)C1CCN(C(=O)c2cccc(Cl)c2)CC1	2	13	1	-1	-0.4	-2	-1	-2	0
41	CNc1nc(SCC(=O)Nc2ccccc2)nc(N2CCOCC2)n1	-7	9	-6	9	6.2	-1	-23	3	-3
42	C/C(Cn1nc([N+](=O)[O-])cc1C)=N\NC(=O)COc1ccccc1[N+](=O)[O-]	8	1	0	-38	2.5	12	10	6	-4
43	COc1cc(OC)cc(-c2nc3nc(C)c(CCC(=O)NCc4ccco4)c(C)n3n2)c1	8	1	-1	4	2.0	-1	-1	7	-1
44	Cc1ccc(C)c(OCCn2nnc3ccccc32)c1	-1	13	-5	16	-3.8	-9	-1	0	-1
45	COc1cccc(OC)c1C(=O)Nc1ccc2c(c1)Cc1ccccc1-2	10	-3	9	1	-3.2	2	13	4	-4
46	CC1C(=O)N2CCCc3cc(S(=O)(=O)N4CCCCC4)cc1c32 (stereo not drawn)	-16	9	2	-1	-1.2	0	-5	2	3
47	c1ccc(-c2cccc(-c3ccccn3)n2)nc1	19	-3	0	22	-2.8	-4	.	.	-2
48	C[C@@H]1CCCCO[C@H](CN(C)Cc2ccc(C(F)(F)F)cc2)[C@@H](C)CN([C@H](C)CO)C(=O)c2cc(NS(=O)(=O)c3cn(C)cn3)ccc2O1	-2	-2	3	0	0.0	4	-9	1	2
49	O=C(CSCc1ccc(Cl)cc1)N/N=C/c1ccco1	-15	10	4	11	0.3	17	-2	7	-2
50	Cc1noc(C)c1C(=O)Nc1sc(C)c(C)c1C#N	18	-5	-2	-3	-2.4	8	2	3	1
51	COCC(C)n1c(C)cc(C(=O)CSc2nnc(Nc3ccccc3F)s2)c1C (stereo not drawn)	2	7	-10	9	-3.2	-5	18	9	0
52	CCN(CC)C(=O)COC(=O)c1cc(-c2ccc(OC)cc2)nc2ccccc12	7	4	-17	-10	-1.6	-8	20	13	1
53	COc1ccc(C(=O)N(C)Cc2nc3ccccc3c(=O)[nH]2)cc1S(=O)(=O)N1CCCC1	0	2	-1	2	0.8	4	0	1	6
54	O=C(CCCn1c(=S)[nH]c2cc3c(cc2c1=O)OCO3)N1CCN(C2CCCCC2)CC1	9	-4	0	-18	0.1	7	16	3	-6
55	Cc1ncc([N+](=O)[O-])n1CC(=O)NC(C)(C)C	22	1	3	-28	-4.2	10	-17	2	2
56	CCN1CCN(c2ccc(S(=O)(=O)N3CCCCC3)cc2NC(=O)/C=C/c2cccc(OC)c2OC)CC1	-23	-12	5	106*	-0.8	-1	11	0	-6
57	CCOC(=O)c1nnn(-c2nonc2-n2cccc2)c1CN1CCC(C(=O)OCC)CC1	5	1	1	18	2.0	4	-22	-3	1
58	COc1cccc(C(=O)Nc2ccc(F)c(F)c2F)c1	16	4	-4	14	-1.0	7	1	13	-6
